Screening data: PubChem, several laboratories
PrPC surface inh = reduces human prion protein on the cell surface; cell surface PrPC, TR-FRET read-out; inhibition, % at 13.8 µM; hit rate 0.43% among 370,000; AID 720596; in the data active = inhibition above about 24%; note: 0% = median of the test wells and 100% = reference compound wells
SARS 3CLpro inh = SARS-CoV 3CLpro protease inhibition; P0C6X7; recombinant SARS-CoV 3CLpro, quenched FRET peptide cleavage; inhibition, % at 6 µM; hit rate 0.14% among 290,000; in the data active = inhibition above about 12%
Rv3671c inh = Rv3671c (M. tuberculosis) protease inhibition; P9WHR9; AID 2606; inhibition, % at 5.96 µM; hit rate 0.048% among 320,000; in the data active = inhibition above about 38%;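 note: extracellular domain of Rv3671c used as enzyme; 0% = enzyme with DMSO and 100% = no enzyme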
MazEF act = MazEF (E. coli) toxin RNase activation. FAM/BHQ RNA-DNA oligo cleavage fluorescence, 5 h. hit rate 0.32% among 350,000. activation, % at 20 µM. P0AE70; in the data active = activation above about 50%
DUSP3 inh = inhibitors of human VHR1 phosphatase (DUSP3) | P51452 | recombinant VHR phosphatase, pNPP absorbance | inhibition, % at 13.3 µM | hit rate 0.52% among 290,000 | AID 1654; in the data active = inhibition above about 50%; note: some compounds called inactive have numbers as strong as hits
CCHF vOTU inh = blocks the CCHF virus ovarian tumor domain protease; CCHFV vOTU protease, Pep-AMC fluorescence; inhibition, % at 11.5 µM; hit rate 0.55% among 370,000; in the data active = inhibition above about 30%; note: 0% = vehicle wells with enzyme and 100% = no enzyme wells
Vc quorum ag = induces V. cholerae light production without autoinducers; V. cholerae BH1578 lux reporter, luminescence, 6 h; activation, % at 18.7 µM; hit rate 0.16% among 350,000; AID 588436; in the data active = activation mostly above about 9.7%, no sharp cut-off; note: not every result past the cut was called active; inactives centre near 0; reference of the scale not given here
Yp Topo-I inh = Y. pestis Topo-I inhibition via cleavage products | Y. pestis Topo-I cleavage product accumulation, plate reader | activity, % at 10 µM | hit rate 0.064% among 360,000 | AID 504884; in the data active = activity above about 50%, passing the limit was not always enough; note: inactives centre near 2
PriA SSB inh = inhibitors of Klebsiella pneumoniae PriA binding to SSB C-terminal tail; AlphaScreen SSBct-PriA binding, biotinylated peptide; inhibition, % at 33 µM; hit rate 0.6% among 430,000; in the data active = inhibition mostly above about 37%, no sharp cut-off; inactive = mostly below about 20%;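 note: plate controls were negative control peptide for no effect and reference peptide for full effect; strong numbers were not always called active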
TcdB GH inh = TcdB glycohydrolase inhibition | TcdB glycohydrolase enzymatic assay, plate reader | P18177 | inhibition, % at 9.99 µM | hit rate 0.24% among 350,000 | AID 652162; in the data active = inhibition above about 10%
Target sequence (P18177 whole entry, looked up): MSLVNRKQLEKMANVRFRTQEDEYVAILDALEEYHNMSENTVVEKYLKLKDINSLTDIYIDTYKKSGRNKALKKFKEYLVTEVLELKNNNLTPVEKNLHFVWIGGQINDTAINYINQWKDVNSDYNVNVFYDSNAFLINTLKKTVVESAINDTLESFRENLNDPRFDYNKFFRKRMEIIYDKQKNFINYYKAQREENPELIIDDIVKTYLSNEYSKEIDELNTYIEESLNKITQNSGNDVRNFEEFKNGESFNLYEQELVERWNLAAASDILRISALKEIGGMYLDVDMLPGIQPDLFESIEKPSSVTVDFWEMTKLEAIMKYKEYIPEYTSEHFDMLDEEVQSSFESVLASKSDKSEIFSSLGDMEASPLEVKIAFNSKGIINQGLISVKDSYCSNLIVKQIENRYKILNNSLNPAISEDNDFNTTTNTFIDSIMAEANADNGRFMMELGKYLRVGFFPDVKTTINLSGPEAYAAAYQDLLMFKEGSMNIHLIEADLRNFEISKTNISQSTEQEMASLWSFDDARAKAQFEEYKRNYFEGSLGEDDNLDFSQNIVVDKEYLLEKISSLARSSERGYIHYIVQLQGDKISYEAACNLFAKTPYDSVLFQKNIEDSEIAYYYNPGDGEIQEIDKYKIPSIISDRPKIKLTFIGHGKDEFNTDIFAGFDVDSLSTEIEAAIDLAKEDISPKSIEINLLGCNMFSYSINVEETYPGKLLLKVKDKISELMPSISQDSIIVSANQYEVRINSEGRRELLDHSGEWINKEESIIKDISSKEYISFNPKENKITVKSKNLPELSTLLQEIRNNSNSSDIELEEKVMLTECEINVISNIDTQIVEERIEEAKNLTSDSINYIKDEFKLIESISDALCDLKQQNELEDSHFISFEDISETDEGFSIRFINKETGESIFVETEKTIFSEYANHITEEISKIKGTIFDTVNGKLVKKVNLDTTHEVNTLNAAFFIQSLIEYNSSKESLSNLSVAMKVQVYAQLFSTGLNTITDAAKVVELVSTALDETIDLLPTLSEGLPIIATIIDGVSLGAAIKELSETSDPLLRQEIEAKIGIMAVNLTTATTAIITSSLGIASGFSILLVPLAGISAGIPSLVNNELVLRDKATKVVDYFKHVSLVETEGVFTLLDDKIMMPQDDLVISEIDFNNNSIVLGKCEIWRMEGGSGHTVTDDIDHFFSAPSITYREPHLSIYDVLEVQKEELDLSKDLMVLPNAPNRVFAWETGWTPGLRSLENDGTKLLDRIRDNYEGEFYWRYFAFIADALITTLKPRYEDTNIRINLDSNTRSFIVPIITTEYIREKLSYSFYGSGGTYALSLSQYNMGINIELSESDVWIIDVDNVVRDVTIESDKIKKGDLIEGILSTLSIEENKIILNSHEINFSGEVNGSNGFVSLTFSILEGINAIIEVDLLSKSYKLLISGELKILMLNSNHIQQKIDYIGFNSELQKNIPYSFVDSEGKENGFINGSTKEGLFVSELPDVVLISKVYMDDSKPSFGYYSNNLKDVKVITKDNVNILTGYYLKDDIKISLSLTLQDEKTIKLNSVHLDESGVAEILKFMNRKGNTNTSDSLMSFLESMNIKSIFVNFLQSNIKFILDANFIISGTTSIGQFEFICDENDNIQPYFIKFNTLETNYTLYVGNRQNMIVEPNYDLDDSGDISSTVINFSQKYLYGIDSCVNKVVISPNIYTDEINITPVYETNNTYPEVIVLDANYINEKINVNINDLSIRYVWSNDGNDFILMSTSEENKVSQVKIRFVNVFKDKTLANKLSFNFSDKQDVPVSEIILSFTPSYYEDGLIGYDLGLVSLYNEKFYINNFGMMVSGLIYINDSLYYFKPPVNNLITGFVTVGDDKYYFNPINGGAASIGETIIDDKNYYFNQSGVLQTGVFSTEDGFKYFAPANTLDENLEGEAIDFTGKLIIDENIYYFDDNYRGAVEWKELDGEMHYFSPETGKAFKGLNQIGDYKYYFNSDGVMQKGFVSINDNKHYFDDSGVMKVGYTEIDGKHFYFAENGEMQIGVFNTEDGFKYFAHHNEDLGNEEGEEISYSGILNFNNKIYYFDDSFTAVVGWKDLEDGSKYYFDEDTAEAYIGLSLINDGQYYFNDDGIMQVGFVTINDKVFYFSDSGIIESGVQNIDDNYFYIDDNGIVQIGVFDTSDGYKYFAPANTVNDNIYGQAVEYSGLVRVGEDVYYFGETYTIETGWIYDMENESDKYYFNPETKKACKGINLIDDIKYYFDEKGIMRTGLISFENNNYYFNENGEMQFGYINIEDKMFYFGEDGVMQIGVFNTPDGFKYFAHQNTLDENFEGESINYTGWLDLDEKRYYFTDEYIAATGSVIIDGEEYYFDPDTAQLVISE
Active calls of the source: *; i = inactive; nt = no result given.

A first look (2 entries):
SMILES	PrPC surface inh	SARS 3CLpro inh	Rv3671c inh	MazEF act	DUSP3 inh	CCHF vOTU inh	Vc quorum ag	Yp Topo-I inh	PriA SSB inh	TcdB GH inh
CSc1ccc(OC2(C)CCN(Cc3ccc(C(C)C)cc3)C2)cc1 (configuration not stated)	2.5	nt	nt	nt	nt	-1.2	i	22.5	nt	0.7
COc1ccc(NS(=O)(=O)c2cccc(C(=O)O)c2)cc1	-0.6	-2.9	-8.5	1.3	14.1	3.3	-0.5	8.1	-5.6	0.6

The list itself, from the start:
SMILES	PrPC surface inh	SARS 3CLpro inh	Rv3671c inh	MazEF act	DUSP3 inh	CCHF vOTU inh	Vc quorum ag	Yp Topo-I inh	PriA SSB inh	TcdB GH inh
CSc1ccc(OC2(C)CCN(Cc3ccc(C(C)C)cc3)C2)cc1 (configuration not stated)	2.5	nt	nt	nt	nt	-1.2	i	22.5	nt	0.7
COc1ccc(NS(=O)(=O)c2cccc(C(=O)O)c2)cc1	-0.6	-2.9	-8.5	1.3	14.1	3.3	-0.5	8.1	-5.6	0.6
CCOc1ccc(NC(=O)CSc2n[nH]c(=O)n2-c2ccccc2)cc1	-6.0	2.0	-3.1	6.3	3.5	16.8	i	-6.3	3.0	nt
COc1cccc(NC(=O)c2ccc(NCCCN3CCC(C)CC3)c([N+](=O)[O-])c2)c1	-50.8	0.5	0.8	42.8	3.6	-5.0	i	-23.8	7.4	2.5
CC(=O)c1c(N)n(C)c(=O)n(C)c1=O	0.9	0.1	0.6	-8.5	-0.2	5.2	-0.5	3.5	-25.0	0.2
COc1ccccc1OCc1nc(Cc2ccc(Cl)cc2)no1	-0.2	-2.4	-1.0	-3.5	7.2	11.4	-4.5	23.7	-20.7	nt
NC(=O)C1CCN(CC(O)CSc2ccccc2)CC1 (configuration not stated)	7.5	-2.5	-0.6	6.0	-15.7	-4.5	i	3.2	-9.1	0.2
Cc1occc1-c1nnc(SCC(=O)N2CCOCC2)n1Cc1ccco1	-5.4	-2.2	-0.4	2.2	-0.8	-1.7	nt	-3.8	-8.4	nt
COc1cc(C)ccc1OCc1cc(C(=O)NC(C)Cn2cncn2)no1 (configuration not stated)	1.0	0.0	5.4	10.1	1.6	-8.3	i	3.1	-4.5	-0.2
Cc1ccc(S(=O)(=O)Cc2ccc(C(=O)N3CCN(Cc4ccccc4)CC3)o2)cc1	-8.6	1.0	8.3	nt	-5.0	-0.1	-0.5	1.7	nt	0.4

Four compounds from above, reduced to DUSP3 inh, MazEF act and SARS 3CLpro inh:
SMILES	DUSP3 inh	MazEF act	SARS 3CLpro inh
COc1ccc(NS(=O)(=O)c2cccc(C(=O)O)c2)cc1	14.1	1.3	-2.9
CCOc1ccc(NC(=O)CSc2n[nH]c(=O)n2-c2ccccc2)cc1	3.5	6.3	2.0
COc1cccc(NC(=O)c2ccc(NCCCN3CCC(C)CC3)c([N+](=O)[O-])c2)c1	3.6	42.8	0.5
CC(=O)c1c(N)n(C)c(=O)n(C)c1=O	-0.2	-8.5	0.1

Carrying on.
SMILES	PrPC surface inh	SARS 3CLpro inh	Rv3671c inh	MazEF act	DUSP3 inh	CCHF vOTU inh	Vc quorum ag	Yp Topo-I inh	PriA SSB inh	TcdB GH inh
O=C(Cn1cc(C(F)(F)F)ccc1=O)N1CCCc2ccccc21	-3.1	nt	7.9	0.5	nt	5.1	i	6.3	-8.3	-0.7
COc1cc(C(=O)Nc2ccccc2-c2nnn(CC(N)=O)n2)cc(OC)c1OC	3.8	1.8	-6.8	5.7	17.5	12.5	3.6	2.4	-10.7	nt
COc1ccc2oc(C(=O)OC(C)C(=O)Nc3ccc(N4CCOCC4)cc3)c(C)c2c1 (configuration not stated)	4.1	nt	-10.2	-6.9	nt	19.6	-0.6	-2.3	-6.2	1.1
CCc1[nH]nc2c1C(c1cccnc1)C(C#N)=C(N)O2 (configuration not stated)	0.9	-7.4	-5.6	2.4	-2.4	4.2	-0.6	3.0	-9.4	nt
NC(=O)/C=C/C(=O)Nc1ccc(Cl)cc1	1.6	0.9	8.3	-5.7	20.4	-5.2	3.1	4.1	0.4	-0.5
Cn1c(SCC(=O)NCCc2ccc(S(N)(=O)=O)cc2)nc2ccccc2c1=O	-2.8	2.0	-0.7	1.6	-7.7	-2.4	i	2.9	-0.9	1.1
CCOC(=O)C1CCN(c2nc(-c3ccc(Br)cc3)nc3ccccc23)CC1	0.8	4.6	-6.0	2.5	5.5	-1.9	-2.4	6.8	-32.2	0.9
CC(C)C(=O)Nc1ccc(C(=O)N2CCCCCC2)cc1	5.2	-5.3	-1.6	3.0	18.1	-6.8	-0.7	1.0	0.9	nt
Cn1c(SCC(=O)Nc2ccccc2Br)nnc1-c1cnccn1	-3.4	0.9	-0.9	6.3	14.9	5.0	-3.8	-3.7	-13.5	1.2
CCOC(=O)c1ccc(Nc2nc(C(=O)OCC)nc3ccccc23)cc1	-1.2	-0.4	-95.4	-1.4	7.3	7.4	-5.3	10.7	-16.9	nt
O=C(Cc1ccccc1)NCC(=O)N1CCCCC1	0.7	-0.4	6.4	0.9	1.1	-6.5	-1.1	5.6	-11.5	0.4
Cc1ccc(C)c(N2CCN(C(=O)c3cc4ccccn4n3)CC2)c1	nt	1.8	3.6	-153.0	-1.0	nt	-0.5	35.0	-1.3	nt
COc1ccc(Cl)c(OC)c1C(=O)NC(=O)Nc1c(F)cc(F)cc1F	6.9	0.8	5.3	2.7	10.0	7.0	-0.8	-6.5	-16.2	0.3
COc1ccc(OC)c(C2C(C(=O)c3ccccc3)=C(C)Nc3nc4ccccc4n32)c1 (configuration not stated)	5.9	1.6	15.1	-18.9	-3.6	-6.8	-0.1	-0.8	-3.3	-5.3
O=C(Nc1ccc2nccnc2c1)Nc1ccccc1Cl	0.8	2.9	-6.7	4.5	20.7	-12.2	-8.3	-0.2	1.3	0.2
O=C(Nc1cc(S(=O)(=O)N2CCOCC2)ccc1N1CCCCC1)c1ccccc1	-3.1	nt	-9.1	2.7	nt	-6.2	i	33.1	-5.1	0.9
CCN(CC)S(=O)(=O)c1ccc(Oc2ccccc2)cc1	2.2	4.8	-2.6	2.7	18.8	-0.9	-0.5	16.9	-55.7	nt
C(=N\c1nc2ccccc2n1CCN1CCCCC1)/c1cccs1	-7.3	-3.4	5.1	-4.1	11.3	4.7	1.1	-0.4	nt	nt
O=c1cc(C(F)F)oc2c1ccc1ccccc12	3.3	-1.8	2.4	10.7	-11.6	-18.5	1.6	-7.1	0.8	-0.5
CCOC(=O)c1[nH]c(C)c(C(=O)N2CCc3ccccc32)c1C	1.8	-0.5	4.5	3.0	23.2	17.2	-12.5	-0.2	-9.7	nt
CN(C)c1ccc(C=Nc2cnn(C)c2C(N)=O)cc1	3.0	-1.2	-2.5	7.8	3.6	12.2	-0.3	-9.2	-17.1	nt
CC(=O)NC12CC3CC(C1)CC(C(=O)Nc1ccc(C)c(S(=O)(=O)N4CCCCCC4)c1)(C3)C2	7.7	nt	nt	-5.4	nt	1.0	i	18.5	5.0	-0.2
Cc1ccc(NS(=O)(=O)c2c(C)ccc3nsnc23)c([N+](=O)[O-])c1	-16.5	6.2	10.5	2.7	7.4	5.1	-0.3	-4.8	-7.1	0.1
O=C(NCc1ccccc1)C(=O)Nc1nc(-c2ccccc2)cs1	-6.1	2.0	5.7	9.4	-4.0	-8.4	i	5.1	-8.4	1.7
O=C1NCC(Nc2ccccc2)C(=O)N1 (configuration not stated)	-10.4	nt	nt	9.8	nt	-4.7	-1.0	0.9	-6.4	4.3
COc1cc(-c2nnc(NC(=O)CS(=O)(=O)c3ccc(Cl)cc3)o2)cc(OC)c1OC	-0.3	nt	nt	-2.6	nt	27.9	i	-1.6	nt	2.7
Cc1ccc(C)c(NC(=O)CCC(=O)N/N=C/c2cccnc2)c1	1.9	0.9	nt	-2.8	-1.9	-2.1	i	2.9	nt	1.1
O=C(Nc1cccc(F)c1)/C(=C\c1ccco1)NC(=O)c1cccs1	-1.5	2.1	-5.0	-0.9	46.1	8.6	nt	-9.5	-3.2	nt
CN1C(=O)C(/C(N)=N/NC(=O)c2ccccc2)C2CC1(C)Oc1ccccc12 (configuration not stated)	4.4	-4.1	-0.2	-0.9	-1.7	-1.6	-0.3	-0.1	nt	-5.8
CN1CCN(CCCNC(=O)Nc2cccc3ccccc23)CC1	-11.2	1.1	1.8	-1.4	7.1	6.8	i	-6.1	-9.0	nt
Cc1ccc(S(=O)(=O)N2CCCCC2)cc1C(=O)OC1CCCCC1=O (configuration not stated)	4.3	nt	-10.0	5.6	nt	-4.2	-0.8	-3.2	-9.6	-0.6
O=C(NCC1(c2ccccc2)CCCC1)c1ccco1	-3.3	2.9	7.5	5.8	18.5	-2.0	-0.5	10.0	3.2	0.4
CCOC(=O)C1C(=O)NC(c2ccccc2)=NC1c1ccccc1 (configuration not stated)	-1.8	-2.4	-4.0	-7.9	4.8	-1.6	-0.2	-3.7	-3.4	nt
CCO[C@H]1OC(C(=O)NCc2ccccc2)=C[C@@H](c2coc3ccccc3c2=O)[C@@H]1CCCO	-2.2	6.9	6.9	6.4	21.1	10.6	-0.8	5.8	1.5	0.6
Cc1ccccc1NC(=O)CC1C(=O)Nc2ccccc2N1CC(=O)N(C)C1CCS(=O)(=O)C1 (configuration not stated)	-9.5	nt	5.0	0.6	nt	-6.7	i	-6.4	1.8	1.2
CC1CN(c2ccc([N+](=O)[O-])c(NCCOc3ccccc3)c2)CCN1 (configuration not stated)	-47.9	-0.1	-1.3	24.3	25.9	15.2	-0.2	-13.8	14.0	nt
Cc1nc2sccc2c(=O)n1-c1ccccc1Cl	-2.3	2.0	0.6	-3.9	4.9	-3.5	nt	-12.2	-10.7	nt
CC(=O)Nc1ccc(Oc2ccc(NC(C)=O)c(NC(C)=O)c2)cc1	0.6	0.3	-1.2	1.6	-8.1	3.7	1.5	5.3	-0.1	-0.3
COc1ccc(NC(=O)c2oc3ccccc3c2NC(=O)C2CCCO2)cc1OC (configuration not stated)	-13.2	1.4	6.1	3.9	7.8	-12.2	-0.3	17.8	10.2	0.0
COC(=O)c1ccccc1-n1cccc1C(=O)NP(=O)(N1CCOCC1)N1CCOCC1	-0.9	4.2	5.3	-2.4	0.6	-5.2	-0.3	0.8	5.4	1.5
C/C(=N\N=C(N)N)c1ccc(C)c(C)c1	-1.4	6.6	-3.5	3.1	5.9	-6.1	i	6.9	nt	0.3
O=C1NC(Cc2ccc(O)cc2)c2nc3ccc(Br)cc3c(=O)n2-c2ncccc21 (configuration not stated)	4.4	nt	nt	8.3	nt	0.8	-0.2	-3.4	nt	0.8
Cc1c(NC(=O)CN2CCN(c3ccc([N+](=O)[O-])cc3)CC2)c(=O)n(-c2ccccc2)n1C	-32.1	1.7	-2.9	4.6	-2.0	-9.1	-0.1	5.8	-1.6	2.1
Clc1ccc(-c2cnnc(-c3ccccn3)n2)cc1	-28.2	nt	10.8	7.2	nt	1.4	-0.9	0.5	58.4*	1.1
CCOC(=O)C1CCCN(C(=O)COC(=O)c2ccc(C#N)cc2)C1 (configuration not stated)	-0.1	5.7	-3.3	1.0	16.7	-11.6	i	-1.0	-0.5	0.3
CCOC(=O)C(C)Oc1ccc(OCc2ccccc2)cc1 (configuration not stated)	8.1	-3.7	4.5	-7.0	13.0	2.7	-1.0	30.2	-9.3	0.5
Cc1ccc2c([N+](=O)[O-])c(C)ccc2n1	-5.1	-0.7	-4.8	6.8	23.1	-17.6	-0.5	1.2	-8.9	nt
CC(=O)OC1=CC[C@H]2[C@@H]3CC[C@H]4C[C@H](OC(C)=O)[C@@H](OC(C)=O)C[C@]4(C)[C@H]3CC[C@]12C	6.1	nt	3.0	-2.8	nt	-0.8	-0.4	13.4	-2.7	0.9
COc1ccc(O)c(C(=O)c2cnc3nc4ccccc4n3c2)c1	-1.6	-3.5	-15.6	-12.6	-8.2	9.6	-0.3	3.3	5.6	-0.9
O=C(Cc1ccccc1)NC(=S)Nc1ccc2oc(-c3ccccc3)nc2c1	0.1	1.3	3.5	nt	22.5	1.0	nt	nt	nt	-1.9

Only part of the results is shown; rates above refer to the full screens.
